Assay outcomes: PubChem, Broad Institute
ERp5 inh – blocks human ERp5 reductase activity on insulin; 350,000 tested, 0.05% active; ERp5 insulin aggregation, absorbance 650 nm, 90 min; AID 651711; inhibition, % at 9.99 µM; Q15084;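 active = mean replicate inhibition above about 25%, with every replicate also reaching it, limit read from the data, passing the limit was not always enough; inconclusive = only one of those two criteria met; inactive = neither criterion met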
Target sequence (Q15084 whole entry, looked up): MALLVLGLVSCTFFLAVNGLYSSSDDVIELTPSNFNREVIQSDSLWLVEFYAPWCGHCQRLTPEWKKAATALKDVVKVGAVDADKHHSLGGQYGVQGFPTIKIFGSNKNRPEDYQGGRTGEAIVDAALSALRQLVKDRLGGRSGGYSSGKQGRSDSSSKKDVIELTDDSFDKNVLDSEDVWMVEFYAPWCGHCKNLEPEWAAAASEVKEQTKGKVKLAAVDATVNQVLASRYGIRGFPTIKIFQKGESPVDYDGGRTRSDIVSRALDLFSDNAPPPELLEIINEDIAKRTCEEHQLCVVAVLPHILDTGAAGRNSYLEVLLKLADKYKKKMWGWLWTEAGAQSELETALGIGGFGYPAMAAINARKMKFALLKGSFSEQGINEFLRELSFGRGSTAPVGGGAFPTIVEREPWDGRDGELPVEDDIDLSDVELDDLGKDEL
PAX8 inh HTS – lowers PAX8-driven luciferase in RMG-I cells. RMG-I TPO-luciferase reporter, SteadyGlo, 24 h. inhibition, % at 12.6 µM. 360,000 tested, 1.2% active;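 active = mean replicate inhibition at least 60% with every replicate also reaching 60%; inconclusive = only one of the two criteria is met; inactive = mean below 60% and not all replicates reaching 60%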;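 note: luciferase light reporting Pax8 driven TPO promoter activity; plate controls were median of neutral control wells for no effect and mitoxantrone controls for full effect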
XiGFP reactiv – X-chromosome reactivation activator. XiGFP mouse fibroblasts, % GFP-positive cells imaging, 3 d; cells co-treated with 5-aza-dC sensitizer; scaled so ellipticine positive control = 100%. activation, % at 7.58 µM. AID 743238. 360,000 tested, 0.055% active;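 active = mean normalized replicate activation at least 10% and every replicate at or above 10%; inconclusive = only one of the two criteria met; inactive = mean below 10% and not all replicates reach 10%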;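 note: 0% = median of on-plate neutral control wells and 100% = ellipticine 6 µM median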
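Assay system: SV40-immortalized XiGFP fibroblast cells, line 68-5-11; buffer or medium: DMEM plus 5-aza-dC sensitizer; compound: one concentration, pinned; timing: compounds 3 days, fix/stain 15 min at room temperature; benchmarks: positive control ellipticine, 6 µM final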
INS-1E GSIS act – GLuc luminescence reporter in INS-1E cells, primary screen for activators of glucose-dependent secretion of insulin | INS-1E GLuc reporter insulin secretion, 2-3 h | activation, % at 16.6 µM | 370,000 tested, 0.61% active | AID 743287;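 active = lowest replicate activation of at least 40%, so every replicate reaches that level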;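 note: 0% = median of neutral control wells and 100% = median of IBMX positive control wells; some compounds called inactive have numbers as strong as hits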
ARNT TACC3 PPI – disruptors of human ARNT/TACC3 interaction | Q9Y6A5 | AlphaScreen His-ARNT PAS-B/GST-TACC3 binding, luminescence; TACC3 fragment carries E629A point mutation | inhibition, % at 9.99 µM | 390,000 tested, 0.66% active | AID 623870;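 active = mean inhibition of replicates at least 50% and at least half of replicates each reaching 50%; inconclusive = half or more replicates reach 50% but mean below 50%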;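 note: 0% = complete ARNT plus TACC3 wells and 100% = ARNT alone without TACC3; many hits fall short of the cut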
EWS-Fli block – blocks EWS/Fli oncoprotein-driven transcription; A673 NR0B1-luciferase reporter, viability-normalised; inhibition, % at 12.6 µM; 350,000 tested, 0.67% active; AID 651661;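 active = mean inhibition of at least 50% after viability correction, with every replicate also passing that limit; inconclusive = mean reaches 50% but only one of two replicates passes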;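 note: firefly luciferase signal divided by Alamar Blue viability fluorescence both relative to DMSO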
DENV2 CPE – DENV2-induced cell death inhibition; AID 651640; CPE inhibition, % at 9.99 µM; DENV2-infected cells, cytopathic effect rescue, plate reader; 350,000 tested, 1.7% active; in the data active = CPE inhibition above about 20%, passing the limit was not always enough; inconclusive = no clear call, values can overlap the other calls; tested in BHK-21 cells;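 note: 0% = median of neutral control wells and 100% = median of positive control wells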
F508del corr – CFTR F508del correction in bronchial cells; CFBE cells, YFP halide quenching; stimulated with forskolin plus potentiator P3; % fluorescence drop versus neutral controls; activity (quench increase), % at 7.58 µM; 350,000 tested, 0.36% active;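 active = mean added fluorescence quench of at least 8% versus neutral control, with both replicates also reaching 8%; inconclusive = only one of the mean or replicate conditions met; inactive = mean below 8% and not both replicates reaching 8%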;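 note: cells transiently co-express mutant CFTR-F508del with the halide-sensitive YFP; corrector assay measuring rescue of mutant channel to the surface after 24 h compound exposure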
* marks the source's active call; other numbers are inactive results; ? = inconclusive; . = no result given; & = joins results of further samples. An unsorted share of the library; about 4.2% have a hit in one of these screens.

SMILES	ERp5 inh	PAX8 inh HTS	XiGFP reactiv	INS-1E GSIS act	ARNT TACC3 PPI	EWS-Fli block	DENV2 CPE	F508del corr
C[C@H](CO)N1C[C@H](C)[C@@H](CN(C)S(=O)(=O)c2ccccc2)Oc2c(NC(=O)Nc3ccc(F)cc3)cccc2C1=O	-7	.	-0.1	-9	-11	20	17	-1.2
COc1ccc(-c2nc(CN3CCN(C(=O)c4ccco4)CC3)c(C)o2)c(OC)c1C	0	8	-0.1	3	.	-4	-11	-0.2
Oc1cc(-c2ccncc2)cc2cccnc12	-8	6	0.0	-3	67*	13	9	2.7
CC1=CC(=O)[C@@H](OC(=O)Nc2ccc(C)cc2)[C@@H](c2ccccc2Br)N1C	-1	-8	0.1	-8	0	-2	16	-0.9
O=C(COc1ccc(F)cc1Br)NCC1COc2ccccc2O1 (stereo not drawn)	-2	-15	0.0	.	3	-13	1	-1.9
CC(OC(=O)Cc1n[nH]c(=O)c2ccccc12)C(=O)Nc1ccc(F)cc1Cl (stereo not drawn)	-1	-2	0.2	5	-2	-2	-8	1.2
Nc1nc(SCC(=O)c2ccc(Cl)cc2)c2ncn(C3OC(CO)C(O)C3O)c2n1 (stereo not drawn)	-3	3	0.0	-1	2	15	-6	-0.7
O=C(C[C@H]1C[C@H]2c3cc(NC(=O)Nc4ccc(C(F)(F)F)cc4)ccc3O[C@H]2[C@H](CO)O1)NC1CCCCC1	-3	14	0.0	-1	-13	0	2	1.9
COC(=O)c1ccc(OCC(O)CN2C(=O)c3ccccc3S2(=O)=O)cc1 (stereo not drawn)	3	16	0.6	11	.	3	.	-0.3
COc1ccc(C2CC(c3ccc(Cl)cc3)=NN2C(=O)c2cccc([N+](=O)[O-])c2)cc1 (stereo not drawn)	1	-9	0.0	0	-10	12	10	.
CO[C@H]1CN(C)C(=O)c2ccc(NS(C)(=O)=O)cc2OC[C@@H](C)N(C(=O)C2CCOCC2)C[C@@H]1C	3	.	0.0	6	-11	4	2	-0.7
Cc1cn(CC(=O)NCc2ccc3c(c2)OCO3)c(=O)[nH]c1=O	3	-1	0.0	31	-2	-7	?	-1.9
C[C@]12CC(O)C3C(CCC4=CC(=O)CC[C@@]43C)C1CCC2c1csc(-c2ccccc2)n1 (stereo partly drawn)	3	-14	0.2	9	-8	10	8	1.6
CC1CC(C)(C)CC(=O)C1C(=O)c1ccccc1 (stereo not drawn)	2	-9	3.3	10	-2	-6	-8	3.4
Cc1nc(NC(=O)c2cc3ccccc3o2)ccc1Br	8	-61	-0.1	21	-8	.	11	-0.3
COc1ccc(C2=NN(c3nc(C(=O)O)cs3)C(O)(C(F)(F)F)C2)c(OC)c1 (stereo not drawn)	19	1	0.0	-5	2	12	.	0.6
COCCNC(=O)C[C@H]1C[C@H]2c3cc(NC(=O)Nc4ccc(OC)cc4)ccc3O[C@H]2[C@H](CO)O1	-2	-12	0.1	-2	-9	1	1	2.2
O=[N+]([O-])c1ccc(Nc2nc(NC3CCCCC3)nc(N3CCCC3)n2)cc1	6	-8	0.1	8	.	-22	.	3.1
C[C@@H]1CN([C@@H](C)CO)C(=O)c2cc(C3=CCCCC3)cnc2O[C@H]1CN(C)Cc1ccccc1F	7	7	0.3	7	6	10	1	-0.6
C[C@@H]1CN([C@H](C)CO)C(=O)c2cc(NC(=O)Cc3ccccc3)ccc2O[C@@H](C)CCCCO[C@H]1CN(C)S(C)(=O)=O	-1	-5	0.2	-6	-1	-4	?	-3.0
O=C(CN1C(=O)NC2(CCCC2)C1=O)OCc1cc(=O)n2cc(Br)ccc2n1	3	-11	0.1	9	-2	-2	7	-0.5
CCN(C(=O)CSc1nnc(SC(C)C)s1)C1CCS(=O)(=O)C1 (stereo not drawn)	-8	6	-0.4	23	1	-8	-4	2.3
CCOc1ccccc1NC(=O)CSc1nc2nc(-c3cccs3)cc(C(F)(F)F)c2c(=O)[nH]1	5	-14	0.1	-14	-6	7	8	-2.2
C/C(=N/NC(=O)c1ccoc1C)c1ccc(N2CCOCC2)cc1	-1	38	0.1	.	-35	-27	.	0.1
Cc1ccc(-c2nc3ncccc3o2)cc1NC(=O)c1ccc2c(c1)OCO2	-5	9	-0.1	-4	5	1	-2	-3.3
Cc1ccc(-c2csc(C(C#N)=C(O)CN3CCN(C(=O)c4ccco4)CC3)n2)cc1	-4	.	0.0	.	18	-9	1	1.1
Fc1cccc(Cc2c(-c3ccc(Cl)cc3)nc3c(Cl)cc(C(F)(F)F)cn23)c1	6	-1	.	1	.	-20	0	-1.1
CC1CCCCC1NC(=O)CCS(=O)(=O)c1cc2c(cc1Cl)NC(=O)CO2 (stereo not drawn)	-1	8	0.1	-3	-2	.	14	-4.3
C[C@H]1CN([C@@H](C)CO)C(=O)Cc2cc(NS(=O)(=O)c3ccccc3)ccc2O[C@H]1CN(C)Cc1ccncc1	-1	-20	0.1	14	-8	-15	-2	-2.2
COc1ccc(NC(=O)Nc2ccc3c(c2)CC(=O)N([C@@H](C)CO)C[C@H](C)[C@H](CN(C)C)O3)cc1	2	-3	-0.8	9	-7	-1	15	1.1
CC1CCC(CN2C(Nc3ccccc3)=NC[C@@H]2Cc2ccccc2)CC1 (stereo partly drawn)	-4	3	0.0	-26	-3	15	-3	3.1
CCc1ccc(C(O)c2ncc(-c3ccc4ccccc4c3)[nH]2)cc1 (stereo not drawn)	8	-71	0.1	.	.	-27	16	0.6
CCOC(=O)C1CCCN(CCC(=O)Nc2ccc3c(c2)CCC3)C1 (stereo not drawn)	9	.	.	2	11	-2	-2	-4.2
COCCCNC(=O)C1c2ccccc2Oc2ccccc21	4	12	0.0	-2	-6	8	-4	1.6
COc1ccc(N(CC(=O)Nc2ccccc2C(=O)NCc2ccco2)S(C)(=O)=O)cc1	3	.	.	-3	-9	0	-1	0.6
Clc1cc(Cl)cc(Nc2ccccc2CN(C/C=C/c2ccc3c(c2)OCO3)Cc2ccccc2)c1	2	-10	0.0	0	.	3	13	-0.2
CC[C@@H]1C=C(C(=O)O)[C@H](c2ccc(F)cc2)N1S(=O)(=O)c1ccc(C)cc1	4	27	0.0	16	1	2	0	-2.5
C[C@H]1CN([C@@H](C)CO)C(=O)c2cccc(NS(C)(=O)=O)c2O[C@H]1CN(C)S(=O)(=O)c1ccc(Cl)cc1	6	.	-0.1	5	3	-5	-6	-0.9
CN(C)CCC(c1ccc(Cl)cc1)c1ccccn1 (stereo not drawn)	-4&2	4&0	-0.2&-0.1	-1	-1&-1	4&-13	-3&2	-0.3&-1.6
COc1cc2nc(N3CCN(c4cc(C)ccc4C)CC3)nc(N)c2cc1OC	-3	31	0.0	221*	-2	60*	-2	-2.1
NNC(=O)c1cc2cc3ccccc3nc2s1	-3	-63	0.1	2	-2	-41	1	-2.7
CCOc1ccc(CNC(=O)Cn2ccc3cc(S(=O)(=O)N4CCCCCC4)ccc32)cc1	7	22	0.1	-8	-11	8	0	2.7
COc1ccc(NC(=S)N(CCCN2CCC(C)CC2)Cc2cccs2)cc1Cl	-1	-14	1.2	-7	0	13	-14	3.7
O=C(Nc1ccc(Cl)cc1)N[C@@H]1CC[C@H](CCNS(=O)(=O)c2ccccc2F)O[C@@H]1CO	5&-9	22&-14	0.5&0.0	-19&-36	-1	-4&-14	7&-2	-0.7&0.5
Cc1ccccc1S(=O)(=O)N1C[C@H](O)COC[C@H]2O[C@H](CC(=O)NCCc3ccccc3)CC[C@@H]21	-1	10	0.0	20	11	2	1	0.4
O=C(C[C@H]1CC[C@H]2[C@@H](COC[C@@H](O)CN2Cc2nccs2)O1)NCc1ccc(Cl)cc1	-2	9	0.1	-2	11	2	-7	0.4
C[C@@H]1CN([C@H](C)CO)S(=O)(=O)c2ccc(C#CC(C)(C)O)cc2O[C@H]1CN(C)C(=O)C1CC1	.	.	-0.3	6	.	1	.	-1.8
C=CCn1c(SCC(=O)Nc2sc3c(c2C#N)CCC(C)C3)nc2cc(C(=O)O)ccc2c1=O (stereo not drawn)	-1	-7	0.1	0	5	11	1	-2.9
[O-][n+]1c2ccccc2c2n1CCN1CCOC21c1ccc(Cl)cc1 (stereo not drawn)	.	-5	0.5	6	.	-42	.	-2.4
Cc1cc([N+](=O)[O-])ccc1NC(=O)CN1CCN(Cc2ccccc2)CC1	3	24	0.0	.	5	11	-5	0.4
Cc1cc(-c2n[nH]c(=S)n2-c2ccccc2)nn1C	2	-16	0.0	.	.	-7	-2	1.3
O=C(c1cc(S(=O)(=O)N2CCN(c3ccccc3)CC2)ccc1Cl)N1CCCCCCC1	9	19	0.1	-45	0	17	-2	6.1
Cc1cc(=O)[nH]c(N2CCOCC2)n1	-11	-9	0.0	22	6	-7	-2	-0.6
CC(C)CC#Cc1ccc2c(c1)O[C@H](CN(C)S(=O)(=O)c1ccc(F)cc1)[C@H](C)CN([C@@H](C)CO)S2(=O)=O	-2	98*	-0.7	5	7	29	4	5.6
C[C@@H]1CN([C@H](C)CO)C(=O)c2cccc(NC(=O)c3ccc(-c4nccs4)cc3)c2O[C@H]1CN(C)Cc1ccc2c(c1)OCO2	-4	.	0.0	-36	27	8	-4	-5.6
S=C1NCCOCCNC(=S)NCCOCCOCCN1	2	-13	0.1	-9	-2	5	-3	-1.4
O=C(C[C@H]1C[C@@H]2c3cc(NC(=O)CC4CC4)ccc3O[C@@H]2[C@@H](CO)O1)NCc1ccccc1F	0	.	0.0	-3	-4	12	7	-1.4
CC1(C)CC(=O)C=C(c2ccc(-c3cnn(Cc4ccccc4)c3)cc2)C1=O	-2	27	0.0	-2	.	-8	-13	-0.7
CCS(=O)(=O)c1ccc2c(c1)NC(=O)C(CCCl)O2 (stereo not drawn)	?	-29	0.4	21	1	-5	4	-0.4
CN1C(=O)Cc2cc(S(=O)(=O)N3CCN(c4ccc(Cl)cc4)CC3)ccc21	-1	2	0.0	15	-2	1	-6	0.0

(cont.)
SMILES	ERp5 inh	PAX8 inh HTS	XiGFP reactiv	INS-1E GSIS act	ARNT TACC3 PPI	EWS-Fli block	DENV2 CPE	F508del corr
CNC[C@H]1Oc2ccc(NC(=O)C3CCCCC3)cc2CC(=O)N([C@@H](C)CO)C[C@@H]1C	17	-6	0.2	-8	-3	-10	-4	-0.4
CC1CC(C)CN(S(=O)(=O)N2CCCC(C(=O)NCCc3ccccc3)C2)C1 (stereo not drawn)	3	2	0.0	10	-2	.	-6	-2.4
NC(=O)CC(NC(=O)Cc1ccc(Cl)cc1)c1ccc(NC2CCCC2)c([N+](=O)[O-])c1 (stereo not drawn)	-1	19	0.2	6	-5	-10	4	1.6
O=C(CSc1nncn1-c1ccccc1F)NC1CCCCC1	4	-29	0.2	1	-3	-42	3	-0.2
CCOc1ccc(-c2c(C(=O)N/N=C/c3cccs3)nnn2-c2nonc2N)cc1	3	6	0.0	-12	-45	-1	-3	2.7
COc1ccc(C(=O)O)cc1S(=O)(=O)NCCN(C)C	1	-8	9.8	11	-6	3	17	-0.4
O=C(NCC1CCCO1)C1CC(=O)N(c2ccccc2)C1 (stereo not drawn)	2	-5	0.0	18	-1	-7	9	-1.0
